GSIS activator: GLuc luminescence reporter in INS-1E cells, primary screen for activators of glucose-dependent secretion of insulin; INS-1E GLuc reporter insulin secretion, 2-3 h; activation, % at 16.6 µM; 370,000 tested, 0.61% active; AID 743287;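 active means lowest replicate activation of at least 40%, so every replicate reaches that level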;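 further: 0% = median of neutral control wells and 100% = median of IBMX positive control wells; some compounds called inactive have numbers as strong as hits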
Xi reactivation: reactivates the inactive X chromosome in mouse fibroblasts; XiGFP mouse fibroblasts, % GFP-positive cells imaging, 3 d; cells co-treated with 5-aza-dC sensitizer; scaled so ellipticine positive control = 100%; activation, % at 7.58 µM; 360,000 tested, 0.055% active; AID 743238;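 active means mean normalized replicate activation at least 10% and every replicate at or above 10%; inconclusive means only one of the two criteria met; inactive means mean below 10% and not all replicates reach 10%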;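 further: 0% = median of on-plate neutral control wells and 100% = ellipticine 6 µM median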
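Schedule: 3 d treatment, 15 min room-temperature fixation; system: 68-5-11 XiGFP fibroblast line; buffer or medium: DMEM plus 5-aza-dC sensitizer; control set: ellipticine 6 µM positive control; compound: one concentration, pinned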
DENV2 CPE rescue: protects cells from dengue virus 2 cytopathic effect; DENV2-infected cells, cytopathic effect rescue, plate reader; CPE inhibition, % at 9.99 µM; 350,000 tested, 1.7% active; in the data active means CPE inhibition above about 20%, passing the limit was not always enough; inconclusive means no clear call, values can overlap the other calls; tested in BHK-21 cells;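 further: 0% = median of neutral control wells and 100% = median of positive control wells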
EWS-Fli block: blocks EWS/Fli oncoprotein-driven transcription; A673 NR0B1-luciferase reporter, viability-normalised; inhibition, % at 12.6 µM; 350,000 tested, 0.67% active; AID 651661;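 active means mean inhibition of at least 50% after viability correction, with every replicate also passing that limit; inconclusive means mean reaches 50% but only one of two replicates passes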;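 further: firefly luciferase signal divided by Alamar Blue viability fluorescence both relative to DMSO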
PAX8 reporter: lowers PAX8-driven luciferase in RMG-I cells; RMG-I TPO-luciferase reporter, SteadyGlo, 24 h; inhibition, % at 12.6 µM; 360,000 tested, 1.2% active; AID 652154;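 active means mean replicate inhibition at least 60% with every replicate also reaching 60%; inconclusive means only one of the two criteria is met; inactive means mean below 60% and not all replicates reaching 60%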;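 further: luciferase light reporting Pax8 driven TPO promoter activity; plate controls were median of neutral control wells for no effect and mitoxantrone controls for full effect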
ERp5 block: inhibitors of human ERp5; AID 651711; 350,000 tested, 0.05% active; inhibition, % at 9.99 µM; ERp5 insulin aggregation, absorbance 650 nm, 90 min; Q15084;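 active means mean replicate inhibition above about 25%, with every replicate also reaching it, limit read from the data, passing the limit was not always enough; inconclusive means only one of those two criteria met; inactive means neither criterion met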
Target sequence (Q15084 whole entry, looked up): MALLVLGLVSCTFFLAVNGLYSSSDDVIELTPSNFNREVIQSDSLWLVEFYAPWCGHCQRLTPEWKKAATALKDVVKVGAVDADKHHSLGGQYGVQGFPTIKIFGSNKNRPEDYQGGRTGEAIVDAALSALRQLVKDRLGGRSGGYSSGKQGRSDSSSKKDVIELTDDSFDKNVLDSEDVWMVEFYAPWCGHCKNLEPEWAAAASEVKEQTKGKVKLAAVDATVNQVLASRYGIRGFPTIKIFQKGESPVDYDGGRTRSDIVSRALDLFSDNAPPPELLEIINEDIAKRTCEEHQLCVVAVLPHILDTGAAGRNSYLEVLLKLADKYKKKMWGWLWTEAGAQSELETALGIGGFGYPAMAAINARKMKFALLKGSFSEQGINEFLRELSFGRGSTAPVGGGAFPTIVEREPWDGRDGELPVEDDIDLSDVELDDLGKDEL
CFTR F508del cor: correctors of CFTR F508del function in bronchial epithelial cells; 350,000 tested, 0.36% active; AID 720511; CFBE cells, YFP halide quenching; stimulated with forskolin plus potentiator P3; % fluorescence drop versus neutral controls; activity (quench increase), % at 7.58 µM;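 active means mean added fluorescence quench of at least 8% versus neutral control, with both replicates also reaching 8%; inconclusive means only one of the mean or replicate conditions met; inactive means mean below 8% and not both replicates reaching 8%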;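 further: cells transiently co-express mutant CFTR-F508del with the halide-sensitive YFP; corrector assay measuring rescue of mutant channel to the surface after 24 h compound exposure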
ARNT-TACC3 inh: ARNT/TACC3 interaction disruption; 390,000 tested, 0.66% active; AlphaScreen His-ARNT PAS-B/GST-TACC3 binding, luminescence; TACC3 fragment carries E629A point mutation; inhibition, % at 9.99 µM;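 active means mean inhibition of replicates at least 50% and at least half of replicates each reaching 50%; inconclusive means half or more replicates reach 50% but mean below 50%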;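 further: 0% = complete ARNT plus TACC3 wells and 100% = ARNT alone without TACC3; many hits fall short of the cut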
The depositor's hits bear a star; ? = inconclusive; . = no result given; & = joins results of further samples.

| Compound | GSIS activator | Xi reactivation | DENV2 CPE rescue | EWS-Fli block | PAX8 reporter | ERp5 block | CFTR F508del cor | ARNT-TACC3 inh |
| --- | --- | --- | --- | --- | --- | --- | --- | --- |
| CC(NC(=O)C(=O)N/N=C\c1ccc([N+](=O)[O-])cc1)c1ccccc1 (stereo not drawn) | 12.5 | 0.0 | 3.9 | -2.9 | 2.1 | 3.5 | -2.7 | -5.8 |
| CC(=O)c1ccccc1NC(=O)CSc1nc2ccccc2c(=O)n1CCCN1CCOCC1 | -11.0 | 0.2 | -1.5 | -0.4 | 5.6 | 2.7 | -1.5 | -6.1 |
| Cc1ccc(NC(=O)CNC(=O)c2ccc(C(C)(C)C)cc2)cc1S(=O)(=O)N1CCOCC1 | -31.7 | 0.0 | 0.1 | 2.6 | -9.6 | -7.9 | 0.0 | -1.4 |
| Cc1ccc(C(=O)N2CCN(S(=O)(=O)c3ccccc3[N+](=O)[O-])CC2)o1 | -6.8 | 0.0 | -5.4 | 5.1 | -1.3 | 1.5 | 0.6 | -9.0 |
| C#Cc1ccc(NC(=O)C2(C)CCN2C(=O)Cc2ccc(-c3ccccc3)cc2)cc1 (stereo not drawn) | -4.4 | 0.0 | -1.7 | 7.0 | 0.9 | 0.5 | -1.2 | . |
| Cc1ccccc1-c1noc(CNC(=O)COc2ccccc2)n1 | -17.9 | 0.2 | -0.1 | 6.9 | -58.4 | 1.4 | 2.2 | -1.2 |
| CCOC(=O)C1=C(C)N(CC(C)C)C(=O)/C1=C\c1cccs1 | . | 0.4 | 3.3 | 11.2 | -7.1 | -2.8 | 2.7 | -0.4 |
| CS(=O)(=O)N1CCC(C(=O)Nc2cc(Cl)cc(Cl)c2)CC1 | 6.5 | 0.0 | -4.1 | 1.1 | -10.3 | 6.8 | 0.5 | . |
| CC[C@]12CCCN3CCc4c(n(c5ccccc45)C(=O)C1)[C@@H]32 | . | 4.8 | ? | ? | 22.8 | -1.8 | -2.0 | -1.1 |
| Cc1ccc(C)c(S(=O)(=O)Nc2cc3c4c(c2)CCC(=O)N4CCC3)c1 | 21.4 | 0.2 | -1.2 | -14.5 | 2.0 | -0.6 | 0.9 | 0.9 |
| COCCn1c(=NC(=O)c2cc(Cl)sc2Cl)sc2cc(S(N)(=O)=O)ccc21 | 169.7* | -0.1 | . | . | -12.6 | . | . | -4.6 |
| OC[C@@H]1CN(Cc2ccc(F)cc2)C[C@H](n2cnc3c(NC4CC4)ncnc32)O1 | 21.4 | 0.0 | -10.0 | -0.3 | -15.2 | -6.8 | 3.5 | . |
| O=C(COc1cc2oc(=O)c3c(c2cc1Cl)CCC3)Nc1ccc(CN2CCOCC2)cc1 | 1.8 | 0.0 | -2.0 | -1.3 | -4.9 | -4.4 | 0.3 | -2.3 |
| C=CCN(CC=C)C(=O)CCc1nnc(CCc2c[nH]c3ccccc23)o1 | 9.9 | 0.0 | -2.9 | 14.2 | -32.1 | 0.3 | -0.2 | -5.3 |
| Cc1cc(NC(=O)CSc2c[nH]c3ccccc23)no1 | -1.6 | -0.1 | -5.8 | 30.8 | 3.0 | -25.7 | 0.5 | 1.7 |
| COc1ccc(/C=N/NC(=O)CCCCCNC(=O)c2ccccc2)cc1 | -0.3 | 0.0 | -0.7 | 3.3 | 5.7 | 5.4 | -1.3 | . |
| Cc1ccc(N2CC(C(=O)OCC(=O)Nc3ccc(F)cc3F)CC2=O)cc1 (stereo not drawn) | . | 0.0 | 3.3 | -4.8 | 3.1 | -0.1 | 3.8 | 0.5 |
| CC(=NNC(=S)N1CCN(C2CCCCCC2)CC1)c1ccccn1 | 11.8 | 2.0 | 4.0 | 48.0 | 94.4* | -0.4 | 5.1 | 76.6* |
| C[C@H]1CN([C@@H](C)CO)C(=O)c2cccc(NS(=O)(=O)c3ccc(Cl)cc3)c2O[C@@H]1CN(C)Cc1ccc(Cl)c(Cl)c1 | -11.5 | 0.1 | 1.6 | 3.2 | -0.7 | -0.4 | 2.2 | 2.1 |
| C[C@@H]1CCCCO[C@H](CN(C)C(=O)C2CCCCC2)[C@@H](C)CN([C@@H](C)CO)C(=O)c2cc(NS(=O)(=O)c3cn(C)cn3)ccc2O1 | -3.8 | 0.0 | 8.9 | -0.5 | -17.3 | -5.3 | 1.3 | 12.8 |
| Cc1ccnc(NS(=O)(=O)c2ccc(NC(=O)c3cccc(Cl)c3)cc2)n1 | -3.0 | 0.1 | ? | 11.3 | -3.5 | -6.1 | 2.0 | . |
| COc1ccc2cc(CN(CC3CCCO3)C(=O)Nc3ccccc3)c(=O)[nH]c2c1 (stereo not drawn) | -14.7 | 0.0 | . | 11.2 | 2.0 | 0.1 | 4.0 | -12.6 |
| CSCCC(NS(=O)(=O)/C=C/c1ccccc1)C(=O)NCCc1ccc(S(N)(=O)=O)cc1 (stereo not drawn) | 35.6 | 0.1 | -3.4 | 4.3 | -4.7 | 1.2 | 6.0 | 11.3 |
| Cc1nn(CC(=O)Nc2ccc(Cl)cn2)c(C)c1Br | 1.7 | 0.5 | . | . | 8.3 | . | . | -10.0 |
| O=S(=O)(CS(=O)(=O)c1ccc(Br)cc1)c1ccc(Br)cc1 | -2.7 | 0.1 | ? | 8.7 | 4.2 | 3.7 | 1.3 | . |
| O=C(C[C@@H]1CC[C@H]2[C@@H](COC[C@H](O)CN2CCc2ccccc2)O1)NCc1ccc(Oc2ccccc2)cc1 | -8.8 | 0.4 | 23.6* | -3.0 | 1.0 | -2.2 | -0.2 | 9.7 |
| Cc1ccc(O)c(C(CC(=O)NCc2cccnc2)c2ccccc2)c1 (stereo not drawn) | -9.3 | 0.1 | 4.1 | -3.9 | 17.3 | 3.4 | -1.1 | 4.1 |
| CCCCCn1c(=O)[nH]c2cc(C(=O)N3CCN(C(=O)OCC)CC3)ccc2c1=O | 20.6 | 0.3 | 2.9 | 7.6 | -14.6 | 5.6 | 0.4 | -1.5 |
| O=S(=O)(c1cccs1)N1CCCCC1 | 11.4 | 0.0 | -1.7 | -3.1 | 4.6 | -2.1 | 1.0 | . |
| C/C(CCc1ccco1)=N\NC(=O)CNc1cccc2ccccc12 | 5.2 | 0.6 | . | -4.3 | 4.7 | -1.9 | 1.5 | -14.7 |
| CCOC(=O)C1=CCN(S(=O)(=O)c2cccc(Cl)c2)C1c1cccc(C)c1 (stereo not drawn) | -6.5 | 0.0 | 1.7 | -0.9 | 10.0 | 1.9 | -2.6 | . |
| CC1(C(=O)NS(=O)(=O)c2cccc(Cl)c2)CCN1C(=O)Cc1ccccc1 (stereo not drawn) | -3.9 | 0.1 | -7.3 | -3.7 | 13.0 | 3.0 | 0.5 | . |
| O=C(CCN1C(=O)C2C3CCC(C3)C2C1=O)OCC(=O)c1ccc(Br)cc1 (stereo not drawn) | -48.2 | 0.1 | 6.6 | -0.5 | 22.0 | 0.5 | -1.9 | -1.7 |
| CNC(=O)C1Cc2ccccc2CN1S(=O)(=O)c1cccs1 (stereo not drawn) | 31.8 | 0.0 | . | . | -5.6 | . | . | -5.1 |
| O=C(O)c1ccc(/C=N/NC(=O)c2cc3c(ccc4ccccc43)o2)cc1 | 0.1 | 0.3 | -0.6 | . | -22.2 | . | 2.0 | 0.1 |
| N#CCCN(C(=O)Cn1nc(C(=O)O)c2ccccc2c1=O)c1ccccc1 | 21.8 | 0.1 | 8.1 | -7.8 | 5.1 | 3.8 | -0.8 | -5.6 |
| C[C@H](NC(=O)C[C@@H]1CC[C@@H]2[C@H](COc3ccc(NS(=O)(=O)c4ccc(Cl)cc4)cc3C(=O)N2C)O1)c1ccccc1 | -3.3 | 0.0 | -5.1 | 7.1 | 7.6 | -1.0 | -1.3 | -4.3 |
| O=C(CN1C(=O)NC2(CCCCC2)C1=O)Nc1ccc(Cl)cc1 | -9.1 | -0.1 | 3.3 | 1.6 | 13.2 | 22.3 | 1.7 | -12.0 |
| CCOc1ccccc1OCC(=O)NCCc1ccc(S(N)(=O)=O)cc1 | 9.3 | 0.0 | -3.2 | -0.5 | 6.4 | 2.6 | -2.7 | 0.8 |
| Cc1nn(C)c(Cl)c1CN1CCC(CO)(CCOc2ccccc2)CC1 | -2.5 | 0.0 | 6.1 | 4.1 | 5.5 | -0.4 | -1.3 | 26.2 |
| Cc1noc(C)c1S(=O)(=O)Nc1cc(C(F)(F)F)ccc1N1CCOCC1 | -29.4 | -0.2 | -2.1 | 5.7 | 1.6 | -3.6 | 0.1 | -5.2 |
| COc1ccc(C)cc1S(=O)(=O)NCc1ccccn1 | 28.3 | 0.0 | -9.2 | 4.7 | -4.4 | -5.0 | 0.5 | . |
| CN(C)CC(=O)Nc1ccc2c(c1)[C@H]1C[C@@H](CC(=O)NCCN3CCCCC3)O[C@@H](CO)[C@H]1O2 | 18.5 | 0.1 | 4.7 | -11.0 | -26.5 | -4.8 | 1.7 | -18.2 |
| C[C@@H]1CCCCO[C@H](CN(C)S(=O)(=O)c2ccc(Cl)cc2)[C@@H](C)CN([C@H](C)CO)C(=O)c2cc(NC(=O)NC3CCCCC3)ccc2O1 | 0.1 | 0.1 | 16.8 | -14.5 | 12.5 | -2.9 | 1.5 | 4.2 |
| C[C@@H]1CN([C@H](C)CO)C(=O)c2cc(NC(=O)NC3CCCCC3)ccc2O[C@@H](C)CCCCO[C@H]1CN(C)S(=O)(=O)c1ccc(F)cc1 | 35.8 | 0.0 | 1.9 | -8.6 | 37.0 | -9.1 | 0.6 | 7.5 |
| O=C(O)CC1S/C(=N/N=C/C=C/c2ccccc2)NC1=O (stereo not drawn) | 20.5&1.2 | 0.1&0.0 | -6.4 | 10.7 | -9.5&14.9 | -6.8 | . | 40.0&41.3 |
| COc1ccc([C@@H]2C[C@@H](c3ccccc3)Oc3c(C)ccc(C(C)C)c32)cc1 | 4.0 | 0.0 | . | 4.4 | 5.6 | -3.4 | 0.5 | . |
| CCn1c(SCC(=O)N2CCCCCC2)nc2c(c1=O)SCC2 | 13.0 | 0.1 | ? | . | 14.6 | 7.3 | -1.4 | . |
| C[C@@H](C(=O)N1CCN(Cc2ccc3c(c2)OCO3)CC1)n1nnc2ccccc2c1=O | 15.5 | 0.0 | -0.7 | 9.4 | -7.3 | 3.2 | 0.3 | 4.2 |
| CC1CCc2sc(C(=O)NCC(C)(C)N3CCOCC3)cc2C1 (stereo not drawn) | 0.6 | 0.0 | 0.6 | -5.0 | 5.7 | 3.1 | -3.3 | 3.6 |
| O=C(CSc1nnc2ccccn12)Nc1ccccc1C(=O)O | 0.1 | 0.0 | -1.0 | 3.6 | -10.1 | 1.9 | -2.0 | 31.7 |
| Cc1ccc(CNc2nc3ccccc3n2C)o1 | -5.3 | 0.2 | -5.5 | -45.9 | -65.1 | 0.7 | -1.3 | 1.2 |
| O=C(Nc1cc(F)ccc1F)N1CC(=O)N2[C@H](CO)[C@@H](c3ccc(C#CC4CCCCC4)cc3)[C@@H]2C1 | -22.0 | 0.4 | -9.1 | -6.8 | 21.4 | 0.3 | 3.0 | . |
| CN(c1cccc(NC(=O)c2cccc([N+](=O)[O-])c2)c1)S(C)(=O)=O | 10.8 | 0.1 | -2.0 | 13.6 | -17.2 | 7.6 | -6.7 | 3.7 |
| CSc1ccc(/C=N/N2CCN(Cc3ccc(C)cc3C)CC2)cc1 | 9.6 | 0.1 | -2.2 | -9.8 | -23.7 | 4.2 | . | 5.8 |
